TNFa cytotox = cytotoxicity in TNFa-stimulated HUVEC, primary screen, cytotoxicity control for VCAM1 expression modulator project, imaging, Hoechst nuclei count. HUVEC TNFalpha-stimulated, Hoechst cell count. cell count reduction, % at 2 µM. actives 0.17% (n = 93,000). AID 848, 2007;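 active means cell count reduction exceeding the screen mean by over 5 SD, scaled to untreated wells per plate, cut at about 78% in these data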;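 further: cells counted after 24 h of TNF alpha exposure following the 1 h pretreatment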
DAT uptake mod = changed hDAT dopamine uptake under cocaine IC80, either direction, primary screen, cocaine antagonist project, cell-based, LLC-PK1 hDAT, [14C]-dopamine uptake, MLSMR | LLC-PK1 hDAT cells, [14C]-dopamine uptake with cocaine IC80; actives deviate in either direction | B-score at 10 µM | Sodium-dependent dopamine transporter (Homo sapiens), Q01959 | actives 1.3% (n = 110,000);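 active means Z score or B-score, a plate-position-corrected score, falls beyond the plate's 99.7% confidence bounds, in either direction; inactive means both scores lie inside the 99.7% bounds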;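 further: scored against the spread of the other compound wells on the same plate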
Target sequence (Q01959 whole entry, looked up): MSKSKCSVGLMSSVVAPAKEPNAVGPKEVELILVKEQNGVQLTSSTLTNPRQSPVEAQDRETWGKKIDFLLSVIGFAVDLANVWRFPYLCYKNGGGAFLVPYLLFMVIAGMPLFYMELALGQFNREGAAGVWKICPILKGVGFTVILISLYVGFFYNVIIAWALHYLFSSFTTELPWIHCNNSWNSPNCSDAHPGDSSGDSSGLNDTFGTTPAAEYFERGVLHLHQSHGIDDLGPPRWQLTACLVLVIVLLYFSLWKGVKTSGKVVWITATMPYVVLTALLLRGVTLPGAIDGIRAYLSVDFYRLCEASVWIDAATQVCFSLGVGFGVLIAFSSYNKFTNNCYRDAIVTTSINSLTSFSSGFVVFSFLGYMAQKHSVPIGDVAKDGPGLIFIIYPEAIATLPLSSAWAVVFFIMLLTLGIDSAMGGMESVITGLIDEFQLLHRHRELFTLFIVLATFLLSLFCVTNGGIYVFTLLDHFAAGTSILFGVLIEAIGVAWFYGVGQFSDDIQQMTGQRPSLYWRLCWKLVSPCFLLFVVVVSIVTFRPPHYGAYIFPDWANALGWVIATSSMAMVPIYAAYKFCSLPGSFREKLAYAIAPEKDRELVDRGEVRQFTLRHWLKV
HUVEC tox IL1B = cytotoxicity in IL-1B stimulated HUVEC, primary screen, cytotoxicity control for IL-1B NFkB translocation project, imaging, Hoechst nuclear count, IL-1B stimulus; cell count reduction, % at 2 µM; HUVEC cell count loss; actives 0.41% (n = 94,000);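 active means cell count reduction more than 3 SD above the screen-wide mean, cut at about 70% in these data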;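 further: normalized per plate to untreated control cells as the no-loss baseline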
cytoskel mod = modifiers of F-actin cytoskeleton organization, primary screen, imaging, HUVEC, phalloidin staining, high-content imaging; actives 0.18% (n = 91,000); AID 836, 2007; inhibition, % at 2 µM; HUVEC TNFa F-actin phalloidin imaging;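 active means inhibition above the batch mean plus 3 SD and confirmed as a hit by visual image inspection, cut at about 30% in these data, passing the limit was not always enough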; further: strong numbers were not always called active
MT1-MMP txn act = MT1-MMP promoter reporter activation – cell-based, luciferase luminescence, primary screen | HT1080 MT1-MMP promoter luciferase reporter, overnight; hits give high values | activation factor at 10 µM | AID 750, 2007 | actives 0.16% (n = 86,000);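 active means activation factor of at least 2 for MT1-MMP transcription at 10 µM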
Smad3 inh = Smad3/FoxH1 peptide binding inhibitors, primary screen, biochemical, TR-FRET | Mothers against decapentaplegic homolog 3 (Homo sapiens), P84022 | TR-FRET Smad3/Dy647-FoxH1 peptide binding, europium anti-His | inhibition, % at 25 µM | actives 0.29% (n = 88,000);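 active means compounds that reduce the energy-transfer binding signal between the protein and its labelled peptide by more than half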;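 further: 0% = Smad3 plus labelled peptide maximal FRET and 100% = peptide-only background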
Target sequence (P84022 whole entry, looked up): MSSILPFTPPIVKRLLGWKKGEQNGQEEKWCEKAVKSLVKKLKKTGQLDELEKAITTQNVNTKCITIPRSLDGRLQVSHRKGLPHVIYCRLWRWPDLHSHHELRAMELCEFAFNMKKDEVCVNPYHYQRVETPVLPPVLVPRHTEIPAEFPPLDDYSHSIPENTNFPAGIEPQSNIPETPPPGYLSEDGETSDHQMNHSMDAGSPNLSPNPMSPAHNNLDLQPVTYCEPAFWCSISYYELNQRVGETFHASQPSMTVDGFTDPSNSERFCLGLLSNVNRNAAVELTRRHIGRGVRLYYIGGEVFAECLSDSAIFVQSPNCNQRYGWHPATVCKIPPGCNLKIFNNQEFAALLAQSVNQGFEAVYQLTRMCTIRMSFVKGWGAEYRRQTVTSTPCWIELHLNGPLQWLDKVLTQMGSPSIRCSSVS
Candida biofilm = clotrimazole potentiators killing Candida biofilms, primary screen, with clotrimazole, Alamar Blue | C. albicans biofilm + clotrimazole | inhibition, % at 6 µM | actives 0.14% (n = 85,000) | AID 834, 2007;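 active means inhibition above 20%; inactive means inhibition below 20%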;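 further: preformed 24 hr biofilms exposed to compound for 48 hr; 0% = biofilm without compound and 100% = blank killed by clotrimazole plus chlorhexidine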
PTPN22 inh 2 = PTPN22 phosphatase inhibitors, primary screen, biochemical, DiFMUP fluorescence, 2 µM; Tyrosine-protein phosphatase non-receptor type 22 (Homo sapiens), Q9Y2R2; recombinant LYP catalytic domain; inhibition, % at 2 µM; actives 0.21% (n = 96,000);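 active means inhibition at 2 µM at or above a set limit, the screen mean plus 3 SD, cut at about 24% in these data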;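 further: 0% = DMSO with enzyme and 100% = enzyme fully blocked by orthovanadate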
VCAM1 TNFa inh = inhibitors of TNFa-induced VCAM1 expression, primary screen, imaging, HUVEC, TNFa stimulus, immunofluorescence; HUVEC TNFa-induced VCAM-1 immunofluorescence, high-content imaging; inhibition, % at 2 µM; actives 0.48% (n = 95,000);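 active means inhibition above the batch mean plus 3 SD, with images confirmed as a hit by eye, cut at about 37% in these data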;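 further: 0% = TNF-stimulated DMSO wells and 100% = unstimulated control wells; not every result past the cut was called active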
Starred values were filed as active, the others as inactive; / = no result given; [ ] = remark or other dose.

SMILES | TNFa cytotox | DAT uptake mod | HUVEC tox IL1B | cytoskel mod | MT1-MMP txn act | Smad3 inh | Candida biofilm | PTPN22 inh 2 | VCAM1 TNFa inh
CCCn1nc(NS(C)(=O)=O)c2cc3cccc(C)c3nc21 | 2 | -0.29 | -45 | 10 | 1.1 | -4 | 7 | -10 | 8
CN1CCN(C(=O)CCc2nc3ccccc3c(=O)[nH]2)CC1 | -11 | -0.65 | 4 | -5 | / | / | / | 9 | -15
Nc1nnnn1/N=C/c1cccs1 | -46 | -0.13 | -119 | 3 | 1.1 | 2 | 6 | 1 | 18
Cn1ncc([N+](=O)[O-])c1C(=O)Nc1nc2ccccc2n1CCN1CCCCC1 | -2 | -0.6 | 1 | -1 | 1 | -16 | 5 | -10 | 2
C=CCn1c(SCC(=O)Nc2c(C)nn(Cc3ccccc3)c2C)nnc1C(O)c1ccccc1 (stereo unspecified) | -30 | -0.13 | -8 | 3 | 1.2 | 2 | 8 | -49 | 2
CNC(=S)Nc1ccc(OC)c(OC)c1 | 32 | -0.68 | -8 | -39 | / | / | / | -5 | -3
Cc1ccc(CN2CCN(CC(=O)NC(C)c3ccc4c(c3)OCCO4)C2=O)cc1 (stereo unspecified) | -1 | -1.4 | 2 | 0 | / | -3 | 0 | -10 | -10
O=C(COc1ccccc1)Nc1cccc2c1CCCC2 | 3 | 0.32 | -18 | 2 | / | / | / | 5 | -7
c1cc(-c2noc(-c3ccc4c(c3)OCO4)n2)ccn1 | 7 | / | -31 | -11 | 0.7 | 8[fluorescence artefact?] | 3 | -8 | 14
COc1cc2c(cc1OC)-c1nnc(-c3cccs3)n1C1(CCCC1)C2 | -28 | -0.23 | -24 | 47 | 1 | -2 | 3 | 10 | 8
Cc1nnc(NC(=O)c2sc3nc(-c4cccs4)cc(C(F)(F)F)c3c2N)s1 | -1 | 0.91 | -13 | -39 | / | / | / | -5 | 10
CN1C(=S)SC(/[N+]([O-])=C\c2ccc(Cl)cc2)C1(C)C (stereo unspecified) | -6 | -0.3 | 0 | 22 | 1.1 | 1 | 6 | 1 | 17
Cc1ccc(CNS(=O)(=O)c2ccc(C(C)(C)C)cc2)n1C | -13 | -0.24 | -40 | -6 | 1.1 | 0[fluorescence artefact?] | 9 | 5 | 13
COc1cc(-c2c(C#N)c(=O)[nH]c3c2c(C)nn3-c2ccccc2)ccc1O | -41 | -0.14 | 6 | -21 | 1.2 | 2 | 0 | -4 | 2
Cc1cc(C)nc(NC(=O)c2ccc(Cl)c(Cl)c2)n1 | / | 0.15 | 11 | 9 | 1.1 | 4 | 3 | -2 | -12
C=CCNc1nc(Nc2ccc(OC)cc2OC)nc(OCC)n1 | -22 | 0.72 | -26 | 9 | 1.1 | 0 | 5 | -9 | -6
CCNC(=S)NS(=O)(=O)c1ccccc1 | 7 | -0.029 | -12 | -3 | / | / | / | 0 | 25
O=C(COc1cc(Cl)c(Cl)cc1Cl)Nc1ccncc1 | / | 0.38 | -2 | / | 1 | -3 | 7 | -3 | /
Cc1cc(N2CCN(c3nc4ccccc4s3)CC2)n2ncnc2n1 | -4 | 0.57 | -1 | 12 | 0.8 | -11 | 3 | 2 | -23
Cc1ccc(S(=O)(=O)Oc2ccc(C3C4=C(CCCC4=O)OC4=C3C(=O)CCC4)cc2)cc1 | 35 | -0.24 | 9 | -8 | / | / | / | 8 | -25

An excerpt from above with just Smad3 inh, MT1-MMP txn act and PTPN22 inh 2:
smiles	Smad3 inh	MT1-MMP txn act	PTPN22 inh 2
Cc1cc(C)nc(NC(=O)c2ccc(Cl)c(Cl)c2)n1	4	1.1	-2
C=CCNc1nc(Nc2ccc(OC)cc2OC)nc(OCC)n1	0	1.1	-9
CCNC(=S)NS(=O)(=O)c1ccccc1	/	/	0

New compounds follow
SMILES | TNFa cytotox | DAT uptake mod | HUVEC tox IL1B | cytoskel mod | MT1-MMP txn act | Smad3 inh | Candida biofilm | PTPN22 inh 2 | VCAM1 TNFa inh
Cc1cccc(C)c1NC(=O)CC(NCc1ccco1)C(=O)O (stereo unspecified) | -5 | / | -30 | -2 | 1.1 | -1 | -3 | -4 | -5
CCn1c(CNC(=O)c2ccccc2)nnc1SCC(=O)N1CCN(c2ccccc2)CC1 | -38 | -0.23 | -26 | 2 | 1.3 | 1 | 0 | -2 | -31
CCOC(=O)c1c(NC(=O)c2cccs2)sc2c1CCN(C(=O)OCC)C2 | -19 | 0.86 | -128 | 3 | 1 | 15 | 9 | 8 | -2
CC(=O)Nc1ccc(C(=O)CSc2nnc(C)o2)cc1 | / | 0.71 | / | / | 1.4 | 16 | 6 | / | /
CCOC(=O)CSc1cc(C)nc(N)n1 | -26 | 0.76 | -43 | -3 | 1.1 | 4 | 10 | -12 | 28
N#Cc1nc(COc2ccc(Cl)cc2)oc1N1CCN(Cc2ccccc2)CC1 | 0 | 0.018 | -19 | 6 | 1 | / | / | -14 | -11
Cc1nn(C)cc1C(C(=O)NC1CCCCC1)N(C(=O)Cc1cccs1)c1ccc(C(C)C)cc1 (stereo unspecified) | -3 | 2 | -24 | 17 | / | / | / | 10 | 2
CCOC(=O)CCNC(=O)Nc1ccc2nc(C)n(Cc3ccccc3Cl)c(=O)c2c1 | -26 | 0.13 | -9 | 21 | 1 | 5 | -1 | 7 | 5
COc1cc(C2=NOC(C(=O)N3CCCCCC3)C2)cc(OC)c1OC (stereo unspecified) | -6 | 0.046 | 62 | -6 | 1.3 | 7 | / | -3 | 14
COc1ccc(N2CCN(C(=N)/C(C(C)=O)=C(\C)O)CC2)cc1 | 7 | 0.53 | -8 | 2 | 1.1 | -7 | 2 | -10 | -8
COc1ccc(NC(=O)Cn2c(=O)n(CC(=O)NCc3ccco3)c(=O)c3ccccc32)cc1OC | -22 | -0.0063 | -14 | 40 | / | / | / | -6 | 9
CCOc1ccc(-c2nc(CSc3nnc(N)s3)cs2)cc1 | -10 | 0.55 | 12 | -2 | / | / | / | -8 | -2
Cc1cc2oc(C(=O)N(Cc3ccccc3)C3CCS(=O)(=O)C3)cc(=O)c2cc1Cl (stereo unspecified) | -11 | 0.3 | -6 | 2 | 1.1 | 14 | 9 | -6 | -17
CCCCn1nnnc1NCc1cc(OC)c(OC)c(OC)c1 | -29 | 0.18 | 3 | -10 | 1 | -11 | 6 | 8 | 4
CC(=O)c1cnc2cc(-c3ccc(C)cc3)nn2c1C | 9 | -0.45 | 4 | 23 | 1.8 | -1 | 3 | 1 | 1
Cc1nc2ccccc2c2oc(C(=O)NCc3ccc4c(c3)OCO4)cc12 | 27 | 0.22 | 7 | 3 | 1.1 | 4 | -6 | -6 | 2
Cc1noc(C)c1COc1ccc(C(=O)OCC(=O)N2CC3(C)CC2CC(C)(C)C3)cc1 (stereo unspecified) | -24 | 2.1 | 35 | -10 | 1 | -3 | 6 | -6 | -6
CCc1nnc(NC(=O)c2cc(S(=O)(=O)N3CCN(c4ccccc4)CC3)ccc2Cl)s1 | 2 | -0.81 | -12 | -8 | 1.1 | -1 | 7 | -3 | 18
COC(=O)C1=C(C)N(Cc2cccnc2)C(=O)C1 | 10 | 0.69 | -6 | 4 | 1.2 | 1 | 6 | -7 | -6
O=C(NCc1cccs1)Nc1ccc2c(c1)OCO2 | 51 | -0.42 | 7 | -30 | 1.2 | 7 | 6 | 2 | -26
CCC1(CC)Cc2ccccc2C(N)=C1C#N | -6 | -0.91 | 21 | 18 | 1.2 | -10 | -5 | 5 | 26
CCN(CC)S(=O)(=O)c1ccc(-c2nnc(SCC(=O)c3ccc(OC)cc3)o2)cc1 | / | -0.2 | -2 | -3 | 1.2 | -10 | -2 | 3 | /
N#Cc1c(N)sc2c1CCN(CCc1ccccc1)C2 | -32 | 1.5 | -22 | 1 | 1 | 4 | 8 | -14 | -4
COc1ccc2nc(NC3=NCCC3)sc2c1 | -22 | 0.056 | -4 | 2 | 1.3 | -10 | -1 | 6 | 7
c1coc(-c2nc3c([nH]2)CCc2nonc2-3)c1 | -10 | -0.19 | -9 | -12 | 1.1 | 11 | -6 | -10 | 18
CCOC(=O)Cc1nnc(NC(=O)C(CC)Sc2nncn2C)s1 (stereo unspecified) | / | -0.27 | / | / | 1.3 | 1 | 0 | / | /
O=C1CC(SC(=NCc2ccc3c(c2)OCO3)Nc2ccccc2)C(=O)N1c1ccccc1 (stereo unspecified) | -37 | -0.43 | 17 | 22 | 1.2 | -8 | -5 | 1 | -14
COc1ccc(N2CCN(CCNC(=O)CCCn3c(=O)[nH]c4cc(Cl)ccc4c3=O)CC2)cc1 | 4 | -1.1 | -22 | -21 | / | / | / | -4 | -3
CCN(CC)S(=O)(=O)c1cccc(C(=O)NCCCN2CCOCC2)c1 | -39 | -0.0018 | -1 | 13 | 1.1 | -2 | 9 | -5 | 2
O=C(NC1CCCC1)C1CCCN1C(=O)Nc1ccccc1Cl (stereo unspecified) | -17 | -0.84 | -12 | 7 | 1.1 | 1 | 9 | -4 | 25
O=C(c1ccccc1-c1nc(-c2ccc(Cl)cc2)no1)N1CCCC1 | -27 | 0.29 | -15 | -8 | 1.5 | 4 | 1 | -3 | -6
COc1ccc(-n2c(Cc3cccn3C)nnc2SCC(=O)N2CCOCC2)cc1 | / | 0.049 | / | / | 1 | 3 | 11 | / | /
O=C(COC(=O)c1ccc(F)cc1)Nc1ccccc1N1CCOCC1 | -15 | -0.054 | -31 | 6 | 1.2 | 11 | 8 | 2 | 17
CCOC(=O)c1sc(-c2ccccc2)cc1N | -11 | 0.45 | -22 | -2 | 1.5 | -14 | -2 | -4 | -4
CCn1c(SCC(=O)Nc2cc(OC)ccc2OC)nnc1C1CCCCC1 | -3 | 0.93 | -16 | -44 | 1.2 | 4 | -3 | -3 | -2
CCOC(=O)C1CCN(c2c(N3CCCC(C(=O)OCC)C3)c(=O)c2=O)CC1 (stereo unspecified) | 5 | -0.83 | -14 | 5 | 1.2 | 11 | 4 | 8 | 10
Cc1ccc(C(=O)C(OC(=O)CNC(=O)c2ccc(Cl)cc2)c2ccccc2)cc1 (stereo unspecified) | -11 | 0.33 | -2 | -15 | / | / | / | 1 | -7
O=C(NC1CC1)C1CCN(Cc2cnn(-c3ccccc3)c2-n2cccc2)CC1 | -12 | -0.55 | 13 | -5 | 1 | -8 | -3 | -13 | 11
Cc1ccc(C2CC(C(F)(F)F)n3nc(C(=O)NCc4ccco4)cc3N2)cc1 (stereo unspecified) | 44 | 0.15 | 0 | -12 | 1 | 3 | -2 | 12 | 9
CC(C)c1ccc(NC(=S)NCc2cccs2)cc1 | 1 | 1.9 | 7 | -3 | 1.6 | 14 | 1 | -24 | 9
CC(C)(C)SCCNC(=O)CSCc1ccc([N+](=O)[O-])cc1 | 2 | 0.59 | -63 | -13 | / | / | / | 5 | 8
CNc1nc(CCN2C(=O)c3ccccc3C2=O)cs1 | -6 | -0.72 | -6 | -4 | / | / | / | 11 | 4

Screens from PubChem BioAssay.

This is a subset; the hit share may differ from the screen's.
